# Bioassay records from PubChem.
# cytoskel mod: cytoskeleton assembly modification; inhibition, % at 2 µM; actives 0.18% (n = 91,000); HUVEC TNFa F-actin phalloidin imaging, high content;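 active means inhibition above the batch mean plus 3 SD and confirmed as a hit by visual image inspection, cut at about 30% in these data, passing the limit was not always enough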; further: strong numbers were not always called active
# IL1B cytotox: HUVEC cytotoxicity counter-screen, IL-1B stimulated. actives 0.41% (n = 94,000). cell count reduction, % at 2 µM. AID 845. HUVEC cell count loss, Hoechst imaging;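 active means cell count reduction more than 3 SD above the screen-wide mean, cut at about 70% in these data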;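 further: normalized per plate to untreated control cells as the no-loss baseline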
# Candida biofilm: kills Candida albicans biofilms | C. albicans biofilm + clotrimazole, Alamar Blue | inhibition, % at 6 µM | actives 0.14% (n = 85,000) | AID 834;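 active means inhibition above 20%; inactive means inhibition below 20%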;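 further: preformed 24 hr biofilms exposed to compound for 48 hr; 0% = biofilm without compound and 100% = blank killed by clotrimazole plus chlorhexidine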
# VCAM1 TNFa inh: reduces TNF alpha induced VCAM1 expression in HUVEC | HUVEC TNFa-induced VCAM-1 immunofluorescence, high-content imaging | inhibition, % at 2 µM | AID 802 | actives 0.48% (n = 95,000);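 active means inhibition above the batch mean plus 3 SD, with images confirmed as a hit by eye, cut at about 37% in these data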;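 further: 0% = TNF-stimulated DMSO wells and 100% = unstimulated control wells; not every result past the cut was called active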
# sEH inh: blocks human soluble epoxide hydrolase activity | actives 0.34% (n = 91,000) | AID 707 | recombinant human sEH enzymatic activity assay | inhibition, % at 2 µM | P34913; in the data active means inhibition above about 80%; further: values of inactives mirror those of a sister screen read the other way; many of its hits are not listed in these tables
# Target sequence (P34913 whole entry, looked up): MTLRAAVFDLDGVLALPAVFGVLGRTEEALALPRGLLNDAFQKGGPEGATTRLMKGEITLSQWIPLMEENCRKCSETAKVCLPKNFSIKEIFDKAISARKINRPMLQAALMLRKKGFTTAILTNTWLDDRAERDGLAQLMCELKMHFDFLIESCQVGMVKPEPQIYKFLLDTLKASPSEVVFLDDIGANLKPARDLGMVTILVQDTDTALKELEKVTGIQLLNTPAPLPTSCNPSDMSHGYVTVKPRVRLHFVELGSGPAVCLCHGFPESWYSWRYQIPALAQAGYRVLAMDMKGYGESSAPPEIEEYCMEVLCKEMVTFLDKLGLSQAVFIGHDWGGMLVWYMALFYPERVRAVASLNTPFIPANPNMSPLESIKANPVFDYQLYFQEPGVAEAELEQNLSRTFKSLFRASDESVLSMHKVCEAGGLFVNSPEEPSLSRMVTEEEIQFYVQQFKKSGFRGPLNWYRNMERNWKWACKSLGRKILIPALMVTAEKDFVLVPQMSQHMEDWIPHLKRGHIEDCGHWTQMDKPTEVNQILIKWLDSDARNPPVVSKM
# sEH act: soluble epoxide hydrolase (human) activation; P34913; purified human sEH enzymatic activity, activator screen; activation, % at 2 µM; actives 0.04% (n = 91,000); in the data active means activation above about 37%; further: values of inactives mirror those of a sister screen read the other way
# Smad3 inh: Smad3 (human) transcription factor binding inhibition; inhibition, % at 25 µM; TR-FRET Smad3/Dy647-FoxH1 peptide binding, europium anti-His; P84022; actives 0.29% (n = 88,000);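 active means compounds that reduce the energy-transfer binding signal between the protein and its labelled peptide by more than half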;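 further: 0% = Smad3 plus labelled peptide maximal FRET and 100% = peptide-only background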
# ERb SRC1 inh: blocks coactivator binding to human estrogen receptor beta. inhibition, % at 25.6 µM. actives 1.3% (n = 86,000). Q92731. TR-FRET ER-beta LBD / SRC1-Cy5 peptide binding; receptor agonist-loaded with 1 µM estradiol. AID 633;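 active means compounds whose percent inhibition of the receptor-coactivator binding signal exceeds about 50% in the single-dose screen, limit read from the data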;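 further: 0% = receptor plus peptide wells without compound and 100% = peptide-only wells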
# Target sequence (Q92731 whole entry, looked up, the tested form may be a part): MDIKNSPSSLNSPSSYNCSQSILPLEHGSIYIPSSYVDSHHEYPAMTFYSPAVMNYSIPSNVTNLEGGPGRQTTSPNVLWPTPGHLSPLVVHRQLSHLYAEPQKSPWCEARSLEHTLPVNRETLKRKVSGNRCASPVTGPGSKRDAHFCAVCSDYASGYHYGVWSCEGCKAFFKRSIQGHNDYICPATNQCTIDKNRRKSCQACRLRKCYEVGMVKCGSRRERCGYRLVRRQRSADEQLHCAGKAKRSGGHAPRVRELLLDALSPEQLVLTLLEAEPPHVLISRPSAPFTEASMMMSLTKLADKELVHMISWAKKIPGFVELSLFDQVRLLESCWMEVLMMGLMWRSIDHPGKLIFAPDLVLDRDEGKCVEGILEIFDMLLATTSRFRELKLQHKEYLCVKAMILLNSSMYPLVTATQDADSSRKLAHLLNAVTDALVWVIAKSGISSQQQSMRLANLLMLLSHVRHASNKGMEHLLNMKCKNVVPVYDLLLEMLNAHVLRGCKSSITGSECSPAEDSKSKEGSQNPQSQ
# HUVEC tox TNFa: toxic to HUVEC cells under TNF alpha stimulation | AID 848 | HUVEC TNFalpha-stimulated, Hoechst cell count, imaging | actives 0.17% (n = 93,000) | cell count reduction, % at 2 µM;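 active means cell count reduction exceeding the screen mean by over 5 SD, scaled to untreated wells per plate, cut at about 78% in these data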;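 further: cells counted after 24 h of TNF alpha exposure following the 1 h pretreatment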
# * hit, by the source's call; · = no result given; [ ] = another dose, or the depositor's remark. The list is partial (hit frequency here may not be typical).
canonical_smiles	cytoskel mod	IL1B cytotox	Candida biofilm	VCAM1 TNFa inh	sEH inh	sEH act	Smad3 inh	ERb SRC1 inh	HUVEC tox TNFa
COc1ccc(Cn2c(-c3ccco3)nc3oc4cc(OC)ccc4c(=O)c3c2=O)cc1	·	24	5	·	-7	8	-84[fluorescence artefact?]	54*[fluorescence artefact?]	·
O=c1[nH]ncc2c3ccccc3n(Cc3ccccc3)c12	36	2	·	5	-7	5	·	·	-32
CN1CCc2c(sc3c2C(=O)NC(c2cccs2)N3)C1 (stereo unspecified)	10	·	-4	9	·	·	-3[fluorescence artefact?]	21[fluorescence artefact?]	-16
CSc1ccc(S(=O)(=O)NCc2ccccc2)cc1	8	-16	1	-25	2	1	4	-15	·
Cc1ccc(OCCCN2C(=O)C(=O)c3cccc(C)c32)cc1	-8	-20	6	8	2	0	13	-5[fluorescence artefact?]	10
COc1ccccc1N1CSC2=C(C#N)C(c3ccc(SC)cc3)CC(=O)N2C1 (stereo unspecified)	10	-7	-4	15	12	-12	7	61*[fluorescence artefact?]	-22
COC(=O)C1=C(Nc2ccc(C)cc2)C=C(C)C(C(=O)OC)C1c1cccc(OC)c1 (stereo unspecified)	-7	-31	6	-1	-22	22	3	-4	-24
CC(c1ccccc1)n1cc(C(=O)NCCN2CCOCC2)nn1 (stereo unspecified)	1	12	11	14	-11	11	-7	-11	11
CC1(C)Cc2c(c(N3CCOCC3)nc3sc4c(=O)[nH]cnc4c23)CS1	3	-10	-3	-11	4	-1	5	55*[fluorescence artefact?]	-24
OCCN1CCOCCOCCN(CCO)CCN(CCO)CC1	5	8	0	26	0	0	-9	6	12
CCOCCCn1cnc2c([nH]c3cc(OC)ccc32)c1=O	0	-3	5	-40	-4	3	4	-14	-41
CCCCn1c(SCC(=O)NCc2ccco2)nc2ccccc2c1=O	12	-18	·	15	1	-1	·	·	-30
CC(C)(CO)Nc1nc(N2CCCC2)nc(N2CCCC2)n1	-4	42	5	2	-2	8	4	-6[fluorescence artefact?]	-18
CCOC(=O)N1CCN(CCC(=O)Nc2ccc(OC)cc2OC)CC1	8	16	4	2	-11	9	-3	21	8
Cc1[nH]n(-c2ccccc2)c(=O)c1/C=N/O	10	18	·	-10	-6	6	·	·	-15

# Looked up above:
# In cytoskel mod, `CCOC(=O)N1CCN(CCC(=O)Nc2ccc(OC)cc2OC)CC1` has 8
# In VCAM1 TNFa inh, `CN1CCc2c(sc3c2C(=O)NC(c2cccs2)N3)C1` (stereo unspecified) has 9
# In IL1B cytotox, `O=c1[nH]ncc2c3ccccc3n(Cc3ccccc3)c12` has 2

# (list continues)
canonical_smiles	cytoskel mod	IL1B cytotox	Candida biofilm	VCAM1 TNFa inh	sEH inh	sEH act	Smad3 inh	ERb SRC1 inh	HUVEC tox TNFa
Brc1ccc(-c2nnc3ccc(N4CCN(c5ccccc5)CC4)nn23)cc1	-76	-42	·	19	15	-16	·	·	-10
CC(=O)NC(CCS(C)(=O)=O)C(=O)Nc1cccc(C)c1 (stereo unspecified)	-11	-6	3	12	0	0	1	-10	27
Cc1ccc(-c2ccc(=O)n(CC(=O)NCCN3CCCCC3C)n2)cc1 (stereo unspecified)	15	-32	1	9	16	-16	12	-9	-38
O=C(Nc1cccc2ncccc12)c1cccc(F)c1	-1	10	·	-6	13	-12	·	·	·
O=C(O)CCn1c(C(=O)O)cc2sccc21	3	14	5	19	0	2	16	29	-26
CCN=C1SC(CC(=O)Nc2sc(C)c(C)c2C(=O)OC)C(=O)N1CC (stereo unspecified)	-2	-7	6	-10	6	-5	-6	11	-8
CCOc1ccc(-c2nnc(N(CC)C(=O)C3CCC3)s2)cc1	-5	-2	2	4	1	0	6	-10	-8
CCC(C)Nc1nc(CN2CCOCC2)nc2sc3c(c12)CCC3 (stereo unspecified)	-13	2	·	0	4	-6	·	·	7
COc1ccc(S(=O)(=O)N2c3cc(Cl)ccc3Oc3nc4ccccc4nc32)cc1	-17	32	-3	3	0	3	-9	26	-8
c1coc(-c2nc3nc4ccccc4n3nc2-c2ccco2)c1	-16	-12	11	9	4	-6	-2	39[fluorescence artefact?]	-6
COc1ccc(CNC(=O)Cn2nc(C(F)(F)F)c3c2CCC3)cc1	-3	94*	4	-22	-17	14	10[fluorescence artefact?]	5	-28
CN1/C(=C\C(=O)c2oc3ccccc3c2N)C(C)(C)c2ccccc21	0	-2	-3	2	-4	3	7	2	-18
CCOC(=O)c1c(NC(=O)CCc2ccc(CC)o2)sc(C)c1C	-24	-5	1	4	-6	8	5	-1[fluorescence artefact?]	-4
Cc1nn(Cc2ccccc2)c(N)c1-c1ccccc1	22	4	5	-6	-14	13	-1	0	-9
Cc1ccc(C)n1-n1c(C)nc2sc3c(c2c1=O)CCCCC3	8	-6	7	18	·	·	13	7	-23

canonical_smiles	cytoskel mod	IL1B cytotox	Candida biofilm	VCAM1 TNFa inh	sEH inh	sEH act	Smad3 inh	ERb SRC1 inh	HUVEC tox TNFa
O=C(NC(Cc1c[nH]c2ccccc12)c1nnc2n1CCCCC2)c1ccc(Cl)cc1 (stereo unspecified)	3	-22	5	17	-1	0	-1	-9	10
Cc1ccc(S(=O)(=O)Cn2nnnc2C(C(C)C)N2CCc3ccccc3C2)cc1 (stereo unspecified)	-7	-2	·	19	3	-4	6	-2	-9
Cc1ccc(S(=O)(=O)NCC2CCC(C(=O)NCc3ccco3)CC2)cc1 (stereo unspecified)	18	-13	6	9	28	-28	-7	16	-24
O=C(Cn1nnc(-c2cccs2)n1)N1CCc2ccccc2C1	4	-21	8	4	·	·	-4	-14	-11
COc1ccc(S(=O)(=O)NC(CC(=O)NCc2ccco2)c2ccco2)cc1 (stereo unspecified)	-11	24	3	2	-2	-3	5	3	11
COCCN(CCOC)S(=O)(=O)c1ccc(C(=O)Nc2nnc(C3CC3)o2)cc1	0	-38	-1	2	2	0	8	-11[fluorescence artefact?]	-7
Cc1ccc(CN2CC(C(=O)Nc3ccc4c(C)cc(=O)oc4c3)CC2=O)cc1 (stereo unspecified)	-64	1	7	8	9	-11	5	22[fluorescence artefact?]	-16
Cc1ccc(S(=O)(=O)N(C)Cc2ccc(-c3nnc4n3CCC4)cc2)cc1	-20	-19	10	-6	-3	3	4	3	-30
CC(=O)Nc1cc(NC(C)=O)cc(C(=O)OCC(=O)N2CC(C)OC(C)C2)c1 (stereo unspecified)	2	-45	8	12	-10	8	8	37	-7
COc1ccc(Cl)cc1NC(=O)Nc1ccc(Br)cn1	18	-16	4	25	4	-2	3	-7	-39
C=CCn1c(C)cc(C(=O)CSc2nc3ccccc3o2)c1C	1	-34	10	20	2	-3	-10	9	-2
COc1ccccc1N1CCN(CC(O)COc2ccc3c(c2)CCC3)CC1 (stereo unspecified)	14	-4	5	0	-5	4	-16	-7	1
Cc1cc(C)nc(Nc2n[nH]c(COc3ccc(Cl)cc3)n2)n1	13	2	·	5	·	·	6[fluorescence artefact?]	-8	-20
CSc1nsc(SC)c1NC(=O)N1CCCCC1	·	-5	0	7	-11	6	5	4	-4
CC1(C)Cc2c(c(=S)nc(-c3ccccc3)n2CCN2CCOCC2)CO1	17	-30	6	4	10	-7	3	7	-9

canonical_smiles	cytoskel mod	IL1B cytotox	Candida biofilm	VCAM1 TNFa inh	sEH inh	sEH act	Smad3 inh	ERb SRC1 inh	HUVEC tox TNFa
O=C1c2ccccc2C(Nc2ccc(S(=O)(=O)N3CCCCCC3)cc2)N1Cc1ccco1 (stereo unspecified)	-2	-11	5	4	-13	12	3	-4[fluorescence artefact?]	-8
C=C(C)COc1ccc(-c2nc(N)ncc2Oc2ccccc2OCC)c(O)c1	·	-21	3	·	7	-3	3	24[fluorescence artefact?]	·
CCc1nnc(NC(=O)C2CCCCC2)s1	-23	-11	7	13	9	-7	-2	3	2
COc1ccccc1C(=O)N1CCN(CCc2ccccc2)CC1	4	-47	6	-26	5	-3	8	-21	·
ONC(=Nc1ccc(Cl)cc1)c1ccccc1Cl	21	7	·	11	-9	7	·	·	-32
CCOC(=O)c1ccccc1NC(=O)CSc1nnnn1C	1	40	-3	19	-9	12	0	-2	11
CCCS(=O)(=O)c1c(S(=O)(=O)CCC)c2c3ccccc3ccn2c1C(=O)OC	10	-4	6	3	9	-9	20[fluorescence artefact?]	-3	-27
COCCn1nnnc1C(c1ccccn1)N1CCN(c2cccc(C)c2C)CC1 (stereo unspecified)	7	2	3	-7	7	-4	-6	-18	-15
CN(C)S(=O)(=O)N1CCN(C(=O)c2ccccc2Cl)CC1	·	-3	1	·	-16	14	-5	-1	·
COC(=O)Cn1cc(C(=O)c2ccco2)c2ccccc21	-39	10	5	35	-10	9	-3	-12	11
CN(C)CCNC(=O)c1cc2c(=O)n(C)c3ccccc3c2n1C	-12	11	10	4	·	·	2	10	-20
Cn1c(=O)oc2cc(S(=O)(=O)N3CCCC(C(=O)N4CCc5ccccc5C4)C3)ccc21 (stereo unspecified)	0	-4	11	2	-12	9	-1	-10	-12
CCCCN(C(=O)NC(=O)Nc1c(C)cc(C)cc1C)S(C)(=O)=O	12	-2	-3	5	2	-2	-17[fluorescence artefact?]	8[fluorescence artefact?]	-22
COc1cc(O)c2c(c1)OC(C)(C)CC2=O	7	-10	6	-2	-1	4	5	5	-11
CCOc1cc(S(=O)(=O)N2CCOCC2)ccc1F	0	-30	9	-1	1	0	-7	-11	-13

canonical_smiles	cytoskel mod	IL1B cytotox	Candida biofilm	VCAM1 TNFa inh	sEH inh	sEH act	Smad3 inh	ERb SRC1 inh	HUVEC tox TNFa
CC(=O)NS(=O)(=O)c1ccc(NC(=O)C(Sc2ccccc2)c2ccccc2)cc1 (stereo unspecified)	42	-7	·	-7	-17	16	·	·	-5
CC(C)c1ccccc1NC(=S)NN(Cc1ccccc1)c1ccccc1	-38	-13	4	9	·	·	9	-4[fluorescence artefact?]	-13
N#CCSc1ccsc1C(=O)Nc1ccc(F)cc1	-29	-22	·	7	8	-10	·	·	-12
O=C(C1CCN(S(=O)(=O)c2cccnc2)CC1)N1CCCCC1	·	7	1	3	1	-4	0	-1	1
COc1cccc(-c2nn(-c3ccccc3)cc2C(=O)O)c1	-38	26	2	-9	-11	10	-7	6	-2
COc1cc(-c2nc3ccc4ccccc4c3c3c2CCC3)cc(OC)c1OC	24	-49	·	8	7	-5	·	·	7
CN(C)S(=O)(=O)c1ccc(C(=O)Nc2ccc(CN3CCCC3)cc2)cc1	-6	-15	3	-14	3	-3	-6	-29	11
COc1cc(OC)cc(C(=O)Nc2ccc(-c3nc4ccccc4o3)c(O)c2)c1	-6	-6	·	-3	-5	2	·	·	-23
CC(=O)Nc1cccc2c1C(=O)NC2=O	0	38	9	12	-1	3	5	-2	-2
O=C(NCC1CCCO1)c1onc(CSc2cccc(Cl)c2)c1C(=O)O (stereo unspecified)	-10	-14	·	5	-7	14	·	·	-17
CCOc1ccccc1-n1c(SCC(=O)Nc2ccc(CC)cc2)nc2n[nH]c(C)c2c1=N	-20	-6	·	16	·	·	·	·	-42
COc1ccc(S(=O)(=O)Cc2ccc(C(=O)N3CCC(C(N)=O)CC3)o2)cc1	-11	9	4	-10	-13	11	4	-5[fluorescence artefact?]	-8
O=c1ccc(/C=C/c2ccccc2)nn1Cc1ccc(Cl)cc1Cl	-12	12	-2	12	6	-6	3	9	-21
COC(=O)c1c(C(C)=O)cnc2ccc(Br)cc12	-6	-3	·	5	-11	10	13[fluorescence artefact?]	-4	-31
N#CC1=C(N)SC(N)=C(C#N)C1c1ccc(C(F)(F)F)cc1	-2	-6	6	-7	-4	3	9[fluorescence artefact?]	8	-20
COc1ccc(NC(=O)CN(c2cc(C)cc(C)c2)S(=O)(=O)c2c(C)noc2C)cc1	4	-20	2	-9	-6	10	5	36	0
CC(=O)Nc1nc(-c2ccccc2)ns1	-4	-13	5	21	4	-6	-5	-4	42
CCCCN(CC)C(=O)/C=C/c1cccc([N+](=O)[O-])c1	-15	-14	·	16	-2	5	·	·	-5
